TrxR1 inh: blocks rat thioredoxin reductase 1. recombinant rTrxR1, NADPH fluorescence consumption, selenite substrate. Potency, µM (series often up to 114 µM), for the others: at the highest dose activity change, negative = inhibition, hits mostly inhibitors. 390,000 compounds, 1% hits. AID 588453; note: % is set by controls: 0 for no effect and ±100 for the full control effect; nearly all actives have a fitted effect of over 65% in size
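Rat TrxR1 (90 nM in the dispensed reagent) was pre-reduced with 400 uM NADPH for 5 min at room temperature, then incubated with compound for 15 min. After 400 uM selenite was added, NADPH fluorescence (Ex 340/Em 450 nm) was followed for 8 min.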
HP1b binding inh: inhibitors of HP1-beta chromodomain binding to methylated histone tails | AlphaScreen HP1-beta / biotin-H3K9me3 peptide binding | Potency, µM (doses to about 114 µM), for the others: at the top dose activity change, negative = inhibition, most hits filed as inhibitors | 390,000 compounds, 0.56% hits; note: nearly all actives have a fitted effect of over 70% in size; inactives centre near 23
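Compound inhibition of the preformed complex between 50 nM HP1-beta and 50 nM biotinylated H3K9me3 peptide was read by AlphaScreen. Buffer was PBS pH 7.4 with 0.01% Tween-20. Incubations ran 30 min at room temperature, with 10 ug/mL donor/acceptor beads.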
12-LOX inh: ALOX12 (human) lipoxygenase inhibition | P18054 | Potency, µM (titrated, usually from 108 µM), for inactives: top-dose activity change, negative = inhibition, usual class: inhibitors | 580,000 compounds, 1.1% hits | purified 12hLO, xylenol orange hydroperoxide absorbance; note: % is set by controls: 0 for no effect and ±100 for the full control effect
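Purified human 12hLO (150 nM final) in 25 mM Hepes, 0.01% Triton X-100, pH 7.0 was preincubated 15 min at room temperature with compound. Then 40 uM arachidonic acid was added, 30 min. Hydroperoxide was read by Fe-XO absorbance ratio 573/405 nm.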
PGK inhibitor: inhibitors of T. brucei phosphoglycerate kinase; PGK/GAPDH coupled, Kinase-Glo luminescence, 60 min; Potency, µM (highest dose often 57.5 µM), inactives show top-dose activity change, negative = inhibition, most hits filed as inhibitors; 380,000 compounds, 0.043% hits; AID 602233; note: % is set by controls: 0 for no effect and ±100 for the full control effect; nearly all actives have a fitted effect of over 60% in size
Target sequence (P07378 whole entry, looked up): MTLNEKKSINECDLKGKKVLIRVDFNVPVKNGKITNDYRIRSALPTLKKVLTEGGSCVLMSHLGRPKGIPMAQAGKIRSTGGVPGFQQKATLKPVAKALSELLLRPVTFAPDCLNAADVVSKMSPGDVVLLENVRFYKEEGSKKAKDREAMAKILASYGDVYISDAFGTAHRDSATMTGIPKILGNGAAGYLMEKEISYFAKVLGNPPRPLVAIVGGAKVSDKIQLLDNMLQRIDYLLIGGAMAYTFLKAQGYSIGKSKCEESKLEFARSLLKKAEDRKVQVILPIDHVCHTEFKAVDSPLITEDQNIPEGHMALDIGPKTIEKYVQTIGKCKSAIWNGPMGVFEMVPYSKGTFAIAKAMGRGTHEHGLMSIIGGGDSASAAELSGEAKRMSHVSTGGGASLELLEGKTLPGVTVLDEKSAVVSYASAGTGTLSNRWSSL
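Luminescent ATP detection (Kinase-Glo Plus) follows a 60-minute room-temperature incubation, with wells lacking PGK as controls. Buffer: 100 mM TEA (pH 7.6), 5 mM MgCl2, 0.01% Tween-20. Coupling enzyme GAPDH (100 nM final) supplies unstable 1,3-BPG in-well.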
Pin1 inh: inhibitors of human Pin1. Potency, µM (doses to about 115 µM), for inactives: at the top dose activity, negative = inhibition, hits mostly inhibitors. Pin1 FP peptide displacement, HiFluor488, 10 min. 390,000 compounds, 0.009% hits. AID 504891; active = well fitted inhibition curve with a large enough effect in the polarisation, with a control signal flat, not every such curve was filed as active; inconclusive = small, poorly fitted or top-dose-only effect, or effect the other way, or a change in a side signal; inactive = no such curve, though single readings can be large or run the other way; the % refers to the polarisation; note: % is set by controls: 0 for no effect and ±100 for the full control effect
ERG-DNA inh: blocks human ERG Ets domain binding to DNA; P11308; AID 624246; 370,000 compounds, 0.028% hits; fluorescence polarization, His-ERG Ets domain / labelled DNA; Potency, µM (series often up to 76.9 µM), for inactives: at the top dose FP activity, negative = inhibition, most hits filed as inhibitors; active = well fitted inhibition curve with a large enough effect in the polarisation, with a control signal flat; inconclusive = small, poorly fitted or top-dose-only effect, or effect the other way, or a change in a side signal; inactive = no such curve, though single readings can be large or run the other way; the % refers to the polarisation;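 note: polarization taken with two DNA probes labelled with fluorescein and Texas red; % of control where 0% means no effect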
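His-tagged ERG Ets domain (1 uM in the protein solution; 300mM KCl, 50mM Tris-HCl, 1mM EDTA, 1mM DTT, pH 7.5) received compound, then a probe mix of 5 nM fluorescein-DNA and 100nM Texas-615-DNA. Fluorescence polarization was read for both dyes.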
RGS4 inhibitor: inhibitors of human regulator of G protein signaling 4; AID 504845; Potency, µM (highest dose often 114 µM), without a hit: top-dose activity change, negative = inhibition, most hits filed as inhibitors; Transcreener GDP fluorescence polarization, RGS4-accelerated GTP hydrolysis; 390,000 compounds, 0.039% hits; note: % is set by controls: 0 for no effect and ±100 for the full control effect; nearly all actives have a fitted effect of over 75% in size; some results filed as inactive show a strong effect at the top dose
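MLSMR compounds (23 nl, pin-transferred) preincubated 10 min at room temperature with a 500nM (2x) first reagent, then RGS4 at 900nM (2x) plus Transcreener GDP mix added; fluorescence polarization (620/688 nm) read before and after 90 min at 30 °C.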
GLS inh: inhibitors of human glutaminase (GLS); GLS enzymatic activity, qHTS titration; Potency, µM (titrated, usually from 45.5 µM), inactives show at the highest dose activity change, negative = inhibition, usual class: inhibitors; 410,000 compounds, 0.21% hits; AID 624170; note: % is set by controls: 0 for no effect and ±100 for the full control effect
Target sequence (O94925 whole entry, looked up): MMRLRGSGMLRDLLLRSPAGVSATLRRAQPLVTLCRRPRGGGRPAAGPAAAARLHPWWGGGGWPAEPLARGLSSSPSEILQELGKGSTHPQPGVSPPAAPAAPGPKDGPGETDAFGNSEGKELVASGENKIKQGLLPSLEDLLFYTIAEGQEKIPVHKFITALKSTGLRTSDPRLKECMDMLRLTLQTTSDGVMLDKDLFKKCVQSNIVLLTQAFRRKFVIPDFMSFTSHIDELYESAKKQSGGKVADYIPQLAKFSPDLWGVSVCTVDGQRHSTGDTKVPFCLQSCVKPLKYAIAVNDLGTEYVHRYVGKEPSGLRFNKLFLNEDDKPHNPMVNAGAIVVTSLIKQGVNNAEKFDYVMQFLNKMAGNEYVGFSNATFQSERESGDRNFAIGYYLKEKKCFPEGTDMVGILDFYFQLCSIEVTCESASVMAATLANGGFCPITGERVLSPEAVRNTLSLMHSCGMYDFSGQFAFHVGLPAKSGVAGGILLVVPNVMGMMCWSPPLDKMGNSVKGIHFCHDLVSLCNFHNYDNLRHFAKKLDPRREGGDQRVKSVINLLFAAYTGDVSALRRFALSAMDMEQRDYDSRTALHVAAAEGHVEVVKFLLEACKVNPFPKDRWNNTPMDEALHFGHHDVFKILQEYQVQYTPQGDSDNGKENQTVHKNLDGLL
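Coupled fluorescence readout: glutamate oxidase/HRP/Amplex Red detect glutamate formed by hKGA from L-glutamine (1 mM solution added). Buffer 45 mM KH2PO4 pH 8.2, 0.02% Tween-20; reads at t0 and 30 min RT.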
JMJD2A Tudor inh: inhibitors of human JMJD2A Tudor domain | AlphaScreen JMJD2A-Tudor / H3K4me3 peptide binding | AID 504339 | 390,000 compounds, 4.4% hits | Potency, µM (top dose mostly 114 µM), inactives show at the highest dose activity change, negative = inhibition, actives largely listed as inhibitors; note: % is set by controls: 0 for no effect and ±100 for the full control effect; nearly all actives have a fitted effect of over 50% in size
* hit, by the source's call; [ ] = remark or other dose. Unless noted, calls come from the whole dose curve; as a rule, active = well fitted curve in the direction sought with a large enough effect; inconclusive = small, poorly fitted or top-dose-only effect, or another doubt; inactive = no such curve, though single readings can be large; an effect the other way counts as inactive or inconclusive. Potency is the fitted concentration of half-maximal effect.

Screening C=C(C)C1CC=C(C)/C(=N/NC(=O)c2ccccc2[N+](=O)[O-])C1 (configuration not stated) returned TrxR1 inh 19%[57.1 µM], HP1b binding inh -3%, 12-LOX inh -5%, PGK inhibitor -5%, Pin1 inh 31%[activator], ERG-DNA inh 1%, RGS4 inhibitor inconclusive, GLS inh -1% and JMJD2A Tudor inh -18%[11.4 µM].
Screening CCc1nc2nc(C)cc(Nc3cc(Cl)ccc3C)n2n1 returned TrxR1 inh 2%, HP1b binding inh 44%[activator], 12-LOX inh -22%, PGK inhibitor -4%, Pin1 inh -1%, ERG-DNA inh -1%, RGS4 inhibitor -4%, GLS inh -4% and JMJD2A Tudor inh -1%.
Screening Cc1cccc(NC(=O)Cn2c(=O)oc3cc(S(=O)(=O)N4CCCCCC4)ccc32)c1 returned TrxR1 inh -2%, HP1b binding inh 18%, 12-LOX inh -11%, Pin1 inh 26%, ERG-DNA inh 19%, RGS4 inhibitor 17%, GLS inh -14% and JMJD2A Tudor inh -8%.
COc1ccc(-n2nc(C(=O)NCC(=O)Nc3cc(OC)c(OC)c(OC)c3)c3ccccc3c2=O)cc1Cl was read as TrxR1 inh 3%[57.1 µM], HP1b binding inh 61%[activator], 12-LOX inh -12%, PGK inhibitor inactive, Pin1 inh 38%[activator], ERG-DNA inh 0%, RGS4 inhibitor 11%, GLS inh 12% and JMJD2A Tudor inh -4%.
`Cc1ccccc1NC(=S)N(CCc1c(C)[nH]c2ccc(F)cc12)Cc1cccnc1` gave TrxR1 inh -22%[11.4 µM], HP1b binding inh -7%, 12-LOX inh 3%, PGK inhibitor -2%, Pin1 inh -1%, ERG-DNA inh 5%, RGS4 inhibitor 12%[56.9 µM], GLS inh 5% and JMJD2A Tudor inh inconclusive.
For Cc1ccc(NC(=O)c2ccccc2OCC(=O)c2ccc(F)cc2)cc1 the results were TrxR1 inh 1%, HP1b binding inh 12%, 12-LOX inh -3%, PGK inhibitor 6%, Pin1 inh -6%, ERG-DNA inh -6%, RGS4 inhibitor 11%, GLS inh -10% and JMJD2A Tudor inh -9%.
For Cc1cc(Cl)ccc1NC(=O)CSc1nnc(Cc2cccs2)n1Cc1ccco1 the results were TrxR1 inh inconclusive, HP1b binding inh 16%, 12-LOX inh 0%, PGK inhibitor -3%, Pin1 inh 6%, ERG-DNA inh 4%, RGS4 inhibitor -32%, GLS inh 8% and JMJD2A Tudor inh -27%.
For COc1ccc(/C(N)=N/OC(=O)CSc2ccccc2)cc1OC the results were TrxR1 inh 24%, HP1b binding inh 158%[activator], 12-LOX inh -15%, PGK inhibitor -6%, Pin1 inh 1%, ERG-DNA inh -9%, RGS4 inhibitor -27%, GLS inh -7% and JMJD2A Tudor inh 91%[activator].
Cc1ccc(CSCC(=O)Nc2ccc(N3CCOCC3)cc2N2CCOCC2)cc1 was read as TrxR1 inh 10%, HP1b binding inh 7%, 12-LOX inh -23%, PGK inhibitor 5%, Pin1 inh -7%, RGS4 inhibitor -5%, GLS inh 9% and JMJD2A Tudor inh -18%.
Cc1ccc(-n2c(SCc3nc4ccccc4[nH]3)nnc2-c2ccncc2)cc1 was read as TrxR1 inh 14%[57.1 µM], HP1b binding inh 36%, 12-LOX inh -8%, PGK inhibitor -4%, Pin1 inh -5%, ERG-DNA inh -8%, RGS4 inhibitor 10%, GLS inh -19% and JMJD2A Tudor inh -9%.
O=C(CCN1C(=O)/C(=C\c2ccccc2)SC1=S)NNC(=O)c1ccncc1 was read as TrxR1 inh 22%, HP1b binding inh 28%, 12-LOX inh -61%, PGK inhibitor -10%, Pin1 inh 17%, ERG-DNA inh 10%, RGS4 inhibitor 0%, GLS inh 2% and JMJD2A Tudor inh -5%.
Cc1ccccc1C(=O)Nc1cccc(-c2ccc3nncn3n2)c1 was read as TrxR1 inh 13%, HP1b binding inh 40%[activator], 12-LOX inh 13%, PGK inhibitor 0%, Pin1 inh 0%, ERG-DNA inh 2%, RGS4 inhibitor -2%, GLS inh -5% and JMJD2A Tudor inh -1%.
`COc1ccc(NC(=O)NC2CCCCCCC2)cc1` gave TrxR1 inh 23%, HP1b binding inh 15%, 12-LOX inh 12%, PGK inhibitor -1%, Pin1 inh 3%, ERG-DNA inh 4%, RGS4 inhibitor -11%, GLS inh 10% and JMJD2A Tudor inh -15%.
`COc1ccccc1NC(=O)Cn1c(=O)n(CC(=O)NCc2ccccc2Cl)c(=O)c2sccc21` gave TrxR1 inh 19%, HP1b binding inh 24%, 12-LOX inh 0%, Pin1 inh 3%, ERG-DNA inh 5%, RGS4 inhibitor 17%, GLS inh -16% and JMJD2A Tudor inh 3%.
Screening Cc1ccc(C)c(OCC(=O)Nc2nc3ccc([N+](=O)[O-])cc3s2)c1C returned TrxR1 inh 1%, HP1b binding inh 22%, 12-LOX inh -3%, PGK inhibitor inactive, Pin1 inh 1%, ERG-DNA inh -8%, RGS4 inhibitor -18%, GLS inh 3% and JMJD2A Tudor inh -25%.
`Cc1nnc(SCCn2c(Br)nc3c2c(=O)n(C)c(=O)n3C)s1` gave TrxR1 inh 0%[57.1 µM], HP1b binding inh 5%, 12-LOX inh 0%, PGK inhibitor 0%, Pin1 inh 3%, ERG-DNA inh 1%, RGS4 inhibitor 22%, GLS inh 1% and JMJD2A Tudor inh -23%.
Screening CCOc1ccc(NS(=O)(=O)c2ccc3[nH]cc(C(=O)NC4CCCC4)c(=O)c3c2)cc1 returned TrxR1 inh 4%, HP1b binding inh 5%, 12-LOX inh inconclusive, PGK inhibitor -5%, Pin1 inh 7%, ERG-DNA inh 0%, RGS4 inhibitor -6%, GLS inh -2% and JMJD2A Tudor inh -28%.
Screening COc1ccc(Cn2nnnc2CN(Cc2cc3ccc(C)cc3[nH]c2=O)C2CCCC2)cc1 returned TrxR1 inh 10%, HP1b binding inh 10%, 12-LOX inh -14%, Pin1 inh 11%, ERG-DNA inh 7%, RGS4 inhibitor -1%, GLS inh -1% and JMJD2A Tudor inh -26%.
`O=C(NCCNC(=O)c1ccco1)c1ccc(Cl)c(Cl)c1` gave TrxR1 inh -6%, HP1b binding inh 17%, 12-LOX inh -20%, PGK inhibitor inactive, Pin1 inh -2%, ERG-DNA inh -12%, RGS4 inhibitor -11%, GLS inh -15% and JMJD2A Tudor inh -18%.
For Cc1ccc(-c2csc3ncn(-n4c(C)ccc4C)c(=O)c23)o1 the results were TrxR1 inh 32µM*, HP1b binding inh -6%, 12-LOX inh inconclusive, PGK inhibitor -1%, Pin1 inh 7%, ERG-DNA inh 3%, RGS4 inhibitor inconclusive, GLS inh -4% and JMJD2A Tudor inh inconclusive.
COc1cc(C(=O)Nc2ccccc2N2CCN(S(C)(=O)=O)CC2)cc(OC)c1OC was read as TrxR1 inh -11%, HP1b binding inh 22%, 12-LOX inh 1%, PGK inhibitor 7%, Pin1 inh -3%, ERG-DNA inh -12%, RGS4 inhibitor 23%, GLS inh 19% and JMJD2A Tudor inh -5%.
For C/C(Cn1nnc2ccccc21)=N\NC(=O)c1ccc(Br)cc1 the results were TrxR1 inh 9%[57.1 µM], HP1b binding inh 23%, 12-LOX inh -4%, PGK inhibitor 0%, Pin1 inh 3%, ERG-DNA inh 0%, RGS4 inhibitor 5%, GLS inh -14% and JMJD2A Tudor inh 4%.
`CCOC(=O)C1=C(c2ccccc2)NC(=O)NC1c1cc(Br)c(O)c(OC)c1` (configuration not stated) gave TrxR1 inh -8%, HP1b binding inh 14%, 12-LOX inh -13%, PGK inhibitor 1%, Pin1 inh 11%, ERG-DNA inh 0%, RGS4 inhibitor 16%, GLS inh 30% and JMJD2A Tudor inh -15%.
COc1ccc(OC)c(Nc2nc(-c3ccncc3)nc3ccccc23)c1 was read as TrxR1 inh -23%, HP1b binding inh 68%[activator], 12-LOX inh -18%, PGK inhibitor -11%, Pin1 inh -10%, ERG-DNA inh -2%, RGS4 inhibitor 1%[56.9 µM], GLS inh -11% and JMJD2A Tudor inh -11%.
Screening Cc1ccc2c(COC(=O)CNC(=O)c3ccccc3)cc(=O)oc2c1 returned TrxR1 inh 12%, HP1b binding inh 24%, 12-LOX inh inconclusive, PGK inhibitor -1%, Pin1 inh 1%, ERG-DNA inh 7%, RGS4 inhibitor -14%, GLS inh 2% and JMJD2A Tudor inh 1%.
COc1ccc2nc(NC(=O)CCc3ccc(OC)c(OC)c3)sc2c1 was read as TrxR1 inh 8%, HP1b binding inh 24%, 12-LOX inh 1%, PGK inhibitor inactive, Pin1 inh 11%, ERG-DNA inh -14%, RGS4 inhibitor 2%, GLS inh 2% and JMJD2A Tudor inh -4%.
`CC1Cc2ccccc2N1C(=O)CCS(=O)(=O)c1cccs1` (configuration not stated) gave TrxR1 inh 27%[57.1 µM], HP1b binding inh 28%, 12-LOX inh -20%, PGK inhibitor -2%, Pin1 inh -1%, ERG-DNA inh 8%, RGS4 inhibitor -21%, GLS inh 0% and JMJD2A Tudor inh -3%.
CCN1C(=O)c2cccc3c(NC(=O)c4ccc(OC)c(OC)c4)ccc1c23 was read as TrxR1 inh 11%, HP1b binding inh 26%, 12-LOX inh 8%, PGK inhibitor -3%, Pin1 inh 19%, ERG-DNA inh 11%, RGS4 inhibitor 3%, GLS inh 6% and JMJD2A Tudor inh -21%.

Screening data deposited in PubChem by National Center for Advancing Translational Sciences (NCATS).

Some of the compounds tested (hit frequency here may not be typical).
